Screening results deposited in PubChem by Broad Institute.
Pf Dd2 inh: blocks growth of Plasmodium falciparum Dd2 parasites. P. falciparum Dd2 growth, SYBR Green, 72 h; stronger effect = lower value. activity change, % at 10 µM. 2.3% of 94,000 active; in the data active = activity change below about -80%; inconclusive = no clear call, values can overlap the other calls
KDM4C inh: blocks human GASC-1 (KDM4C) demethylase activity | inhibition, % at 12.5 µM | 0.15% of 96,000 active | GST-KDM4C 2-372, H3K9me3 peptide, LANCE TR-FRET;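 active = mean replicate inhibition above about 25%, with at least 55% of replicates also reaching it, limit read from the data, passing the limit was not always enough; inconclusive = only one of those two conditions met; inactive = neither condition met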
Target sequence (Q9H3R0 2-372 limits assumed): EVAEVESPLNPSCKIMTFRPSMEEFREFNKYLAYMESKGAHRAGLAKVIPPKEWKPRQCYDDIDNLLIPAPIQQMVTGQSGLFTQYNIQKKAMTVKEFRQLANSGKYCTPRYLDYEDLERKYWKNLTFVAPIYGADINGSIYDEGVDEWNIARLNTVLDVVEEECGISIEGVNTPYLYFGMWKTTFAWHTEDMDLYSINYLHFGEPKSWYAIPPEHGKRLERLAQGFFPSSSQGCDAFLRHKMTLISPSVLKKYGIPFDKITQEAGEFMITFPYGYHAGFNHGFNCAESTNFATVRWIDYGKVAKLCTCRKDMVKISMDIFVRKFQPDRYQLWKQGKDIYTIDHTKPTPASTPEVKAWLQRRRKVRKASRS
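Material: GST-tagged GASC-1 (JMJD2C) catalytic fragment, aa 2-372. Input: enzyme final amount 10 nM. Medium: HEPES buffer, pH 7.5, plus ascorbate. Reagent: H3K9me3 peptide substrate, Fe(II), 2-oxoglutarate. Doses: single dose. Times: reaction 30 min RT, detection step 1 h RT. Measured by: LANCE TR-FRET. Evaluation: Fall in 671/618 emission ratio as inhibition.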
C diff HTS: C. difficile growth inhibition; Clostridium difficile clinical isolate growth, OD600, 24 h; stronger effect = lower value; growth activity, negative = inhibition, % at 16 µg/mL (by protocol); 0.25% of 86,000 active; AID 1259249;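 active = mean growth activity at or below -80% and every replicate also at or below -80%; inconclusive = mean at or below -80% but some replicate above -80%; inactive = mean growth activity above -80%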;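 also: 0% = DMSO wells and -100% = levofloxacin 16 µg/mL wells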
Tcruzi prolif: inhibitors of T. cruzi proliferation; T. cruzi beta-gal in NIH3T3, GalScreen luminescence, 90 h; inhibition, % at 8.34 µM; 5.9% of 77,000 active;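 active = mean inhibition above about 93%, with at least 55% of replicates each passing it, limit read from the data, passing the limit was not always enough; inconclusive = only one of those two conditions holds; inactive = neither condition holds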
* = called active by the depositor; u = inconclusive; x = not tested or not shown; & = joins results of further samples; ! = not active in a repeat.

Structure | KDM4C inh | C diff HTS | Pf Dd2 inh | Tcruzi prolif
COc1ccc(CN(C)C[C@@H]2Oc3ccc(NC(=O)NC(C)C)cc3C(=O)N([C@H](C)CO)C[C@H]2C)cc1 | -0.5 | 2 | 14 | -16
C[C@@H]1CN([C@H](C)CO)C(=O)c2cc(NC(=O)CCC(F)(F)F)ccc2O[C@H]1CN(C)Cc1ccc(C(F)(F)F)cc1 | -0.2 | -4&-10 | 4 | x
C[C@@H]1CN([C@@H](C)CO)C(=O)c2cccc(NC(=O)Nc3ccc4c(c3)OCO4)c2O[C@@H]1CN(C)S(=O)(=O)c1ccc(F)cc1 | 1.3 | -9 | -21 | -23
CC(C)NC(=O)Nc1ccc2c(c1)C(=O)N([C@H](C)CO)C[C@@H](C)[C@H](CN(C)Cc1ccc(Cl)c(Cl)c1)OCCCC[C@@H](C)O2 | -0.2 | 12 | x | x
CO[C@H]1CN(C)C(=O)c2ccc(NC(=O)Nc3cccc(F)c3)cc2OC[C@@H](C)N(C(=O)Nc2c(C)noc2C)C[C@@H]1C | -1.2 | x | -47 | x
Cc1noc(C)c1S(=O)(=O)Nc1ccc2c(c1)C(=O)N([C@H](C)CO)C[C@@H](C)[C@H](CN(C)CC1CCCCC1)OCCCC[C@H](C)O2 | 2.6 | 0 | -35 | 92
COc1ccc(S(=O)(=O)N2C[C@@H](O)COC[C@@H]3O[C@@H](CC(=O)N(C)C)CC[C@H]32)cc1 | 2.2 | -7&-9 | 17 | -78
COc1cccc(-c2ccc([C@H]3[C@H](CO)N4CCCCN(C(=O)c5ccc6c(c5)OCO6)C[C@@H]34)cc2)c1 | -1.6 | 10 | 0 | 109*

Overlap with the part before: 2 entries, then new ones.
Structure | KDM4C inh | C diff HTS | Pf Dd2 inh | Tcruzi prolif
COc1ccc(S(=O)(=O)N2C[C@@H](O)COC[C@@H]3O[C@@H](CC(=O)N(C)C)CC[C@H]32)cc1 | 2.2 | -7&-9 | 17 | -78
COc1cccc(-c2ccc([C@H]3[C@H](CO)N4CCCCN(C(=O)c5ccc6c(c5)OCO6)C[C@@H]34)cc2)c1 | -1.6 | 10 | 0 | 109*
C[C@@H]1CCCCO[C@@H](CN(C)C(=O)CCC(F)(F)F)[C@H](C)CN([C@@H](C)CO)C(=O)c2cc(NS(C)(=O)=O)ccc2O1 | 1.9 | -4 | 31 | 36
C[C@@H]1CN([C@@H](C)CO)C(=O)Cc2cc(NC(=O)Cc3cn(C)c4ccccc34)ccc2O[C@@H]1CN(C)Cc1ccc2c(c1)OCO2 | 1.7 | 3 | -9 | 94
COc1ccccc1C(=O)Nc1ccc2c(c1)C(=O)N(C)[C@H]1CC[C@@H](CC(=O)NCc3ccc(Cl)c(Cl)c3)O[C@@H]1CO2 | 0.3 | 10 | -45 | 59
CC(=O)N1[C@@H]2c3ccc(C4=CCCC4)c(=O)n3C[C@@H]2[C@@H](CO)[C@@H]1C(=O)Nc1ccccc1 | -0.6 | 4 | x | 13
COc1ccc(NC(=O)N(C)C[C@H]2OCCCC[C@@H](C)Oc3ccc(NC(=O)Nc4c(C)noc4C)cc3C(=O)N([C@@H](C)CO)C[C@H]2C)cc1 | 0.8 | -3 | 15 | 9
COc1cccc(C#Cc2ccc3c(c2)[C@H]2[C@H](CCN2S(=O)(=O)c2cccc(OC)c2)[C@H](CO)N3)c1 | -28 | 73 | -48 | x
C[C@@H]1CCCCO[C@@H](CN(C)S(=O)(=O)c2ccc(Cl)cc2)[C@@H](C)CN([C@H](C)CO)C(=O)c2cc(NS(=O)(=O)c3ccc(Cl)cc3)ccc2O1 | -0.8 | 9 | -24 | 74
CN1[C@@H]2c3ccc(-c4ccncc4)c(=O)n3C[C@H]1[C@H](CO)[C@H]2C(=O)Nc1nccs1 | 0.5 | 4 | -5 | -2
C[C@@H]1CCCCO[C@@H](CN(C)Cc2ccc(C(=O)O)cc2)[C@H](C)CN([C@@H](C)CO)C(=O)c2cc(NC(=O)Nc3cccc4ccccc34)ccc2O1 | 1.5 | -9 | 5 | 40
CCCNC(=O)N[C@@H]1C=C[C@@H](CC(=O)N2CCN(C)CC2)O[C@H]1CO | 0.3 | x | 8 | 41
Cc1noc(C)c1NC(=O)N[C@H]1CC[C@H](CCNC(=O)C2CCC2)O[C@@H]1CO | 0.5 | 1 | 2 | x
COc1ccc(S(=O)(=O)Nc2ccc3c(c2)[C@@H]2C[C@@H](CC(=O)O)O[C@H](CO)[C@@H]2O3)cc1 | 0.8 | 0 | 12 | 33
C[C@@H]1CCCCO[C@H](CN(C)Cc2ccccc2)[C@@H](C)CN([C@H](C)CO)C(=O)c2cc(NC(=O)CCC(F)(F)F)ccc2O1 | 0.0 | 1 | 7 | 16
COc1cccc(C(=O)Nc2ccc3c(c2)C(=O)N(C)C[C@@H](OC)[C@H](C)CN(CCc2ccccc2)[C@H](C)CO3)c1 | -0.9 | x | u | 100*
O=C(C[C@@H]1CC[C@H]2[C@@H](COC[C@@H](O)CN2CCc2ccccc2)O1)N1CCC(Cc2ccccc2)CC1 | 0.3 | -1 | -18 | 75
CO[C@@H]1CN(C)C(=O)c2cc(NC(=O)NC3CCCCC3)ccc2OC[C@H](C)N(C(C)=O)C[C@@H]1C | -0.9 | -5 | -6 | 6
COc1ccc(S(=O)(=O)Nc2ccc3c(c2)C(=O)N([C@H](C)CO)C[C@H](C)[C@@H](CN(C)C(=O)c2ccccc2)OCCCC[C@H](C)O3)cc1 | 0.2 | 7 | -10 | -1
C[C@H](CO)N1C[C@H](C)[C@@H](CN(C)Cc2ccc(Oc3ccccc3)cc2)Oc2c(NS(C)(=O)=O)cccc2C1=O | x | -7 | -13 | x
O=C(C[C@@H]1CC[C@H]2[C@@H](COC[C@@H](O)CN2Cc2cccc(Cl)c2)O1)N1CCCCC1 | 0.3 | -1&-9 | 17 | -90
COCCNC(=O)C[C@@H]1C[C@H]2c3cc(NC(=O)C4CCC4)ccc3O[C@H]2[C@H](CO)O1 | 1.9 | 1 | -1 | x
CC(=O)N(C)C[C@@H]1[C@@H](c2ccccc2)[C@H](CO)N1C(=O)C1CC1 | 0.3 | -2 | 26 | 10
O=S(=O)(c1ccc(F)cc1)N1CCCCN2[C@H](CO)[C@H](c3ccc(C#CC4CC4)cc3)[C@@H]2C1 | -1.1 | 12 | -10 | 100
CC(=O)N(C)C[C@H]1Oc2ncc(C#CC3(O)CCCC3)cc2C(=O)N([C@H](C)CO)C[C@H]1C | 1.7 | 1 | 20 | 4
O=C(Nc1ccc2c(c1)OCO2)N[C@@H]1CC[C@@H](CCNC(=O)C2CC2)O[C@H]1CO | 1.2 | x | 19 | -67
C[C@@H]1CCCCO[C@@H](CN(C)C(=O)Nc2ccc(C(F)(F)F)cc2)[C@H](C)CN([C@H](C)CO)C(=O)c2cc(NS(=O)(=O)c3cn(C)cn3)ccc2O1 | -7.1 | 13 | -68 | 37
CCS(=O)(=O)Nc1ccc2c(c1)C(=O)N(C)C[C@H](OC)[C@H](C)CN(C(C)=O)[C@H](C)CO2 | -0.3 | -4 | -32 | 5
CC(C)CC#Cc1ccc2c(c1)O[C@H](CN(C)Cc1cccc(F)c1)[C@H](C)CN([C@H](C)CO)S2(=O)=O | 0.9 | 27 | -54 | 60
C[C@H](CO)N1C[C@H](C)[C@@H](CN(C)Cc2ccc(C(=O)Nc3ccccc3N)cc2)Oc2c(NS(=O)(=O)c3cn(C)cn3)cccc2C1=O | 0.2 | 3 | -10 | x
C[C@@H]1CN([C@H](C)CO)C(=O)c2cc(N(C)C)ccc2O[C@@H](C)CCCCO[C@H]1CN(C)S(=O)(=O)c1cccs1 | 1.5 | -3 | x | 28
O=C(NCC[C@H]1CC[C@@H](NC(=O)C2CCC2)[C@@H](CO)O1)Nc1ccc(Cl)cc1 | 8.0 | -2 | 4 | x
C[C@@H]1CN([C@@H](C)CO)C(=O)CCCn2nncc2CO[C@@H]1CN(C)Cc1ccc(C(F)(F)F)cc1 | -1.4 | 0 | -9 | -3
CCC(=O)N1CCCCN2[C@H](CO)[C@H](c3ccc(C#Cc4cccnc4)cc3)[C@@H]2C1 | -0.4 | -7 | 0 | 87
O=C(NC1Cc2ccccc2C1)[C@@H]1[C@@H](CO)[C@@H]2Cn3c(ccc(C4=CCCCC4)c3=O)[C@H]1N2 | -0.1 | -1 | 11 | 51
C[C@H]1CN([C@@H](C)CO)C(=O)Cc2cc(NS(=O)(=O)c3ccccc3)ccc2O[C@@H]1CN(C)C(=O)Nc1ccc2c(c1)OCO2 | 0.2 | x | 4 | 9
O=C(Nc1ccc(C(F)(F)F)cc1)N1C[C@@H]2N[C@H](C1)C2c1ccc(-c2cccc(F)c2)cc1 (some centres undefined) | 1.7 | -99* | -83*! | x
Cc1ccc(S(=O)(=O)N(C)C[C@@H]2Oc3ccc(NC(=O)Cc4ccccc4)cc3C(=O)N([C@@H](C)CO)C[C@@H]2C)cc1 | -2.6 | -7 | -2 | 36
C[C@@H]1CN([C@@H](C)CO)C(=O)Cc2cc(NC(=O)CCN3CCOCC3)ccc2O[C@@H]1CN(C)C(=O)NC1CCCCC1 | 0.0 | -1 | 16 | 21
COc1ccc(S(=O)(=O)Nc2ccc3c(c2)CC(=O)N([C@@H](C)CO)C[C@H](C)[C@@H](CN(C)C)O3)cc1 | 0.1 | -2 | 15 | -6
CCC(=O)Nc1ccc2c(c1)OC[C@H](C)N(C(=O)c1ccccn1)C[C@H](C)[C@H](OC)CN(C)C2=O | 2.0 | 2 | -9 | x
CN1C(=O)c2cc(NC(=O)Cc3ccccc3)ccc2OC[C@@H]2O[C@H](CC(=O)NCC3CC3)CC[C@H]21 | -1.1 | -3 | 0 | -15
CCCNC(=O)N(C)C[C@H]1Oc2cc(C#Cc3cccc(F)c3)ccc2S(=O)(=O)N([C@H](C)CO)C[C@H]1C | -0.5 | 4 | -32 | 125*
C[C@H]1CN([C@@H](C)CO)C(=O)CCCn2nncc2CO[C@@H]1CN(C)Cc1ccc(Cl)c(Cl)c1 | 0.7 | 3 | -38 | 63
COc1ccc(NC(=O)N(C)C[C@@H]2OCc3ccccc3-c3ccccc3C(=O)N([C@@H](C)CO)C[C@H]2C)c(OC)c1 | 1.8 | x | -32 | 7
O=C(C[C@H]1CC[C@H]2[C@@H](COC[C@@H](O)CN2S(=O)(=O)c2cccc(Cl)c2)O1)Nc1ccc(-c2ccccc2)cc1 | -7.3 | 14 | -10 | 109*
Cc1noc(C)c1NC(=O)Nc1ccc2c(c1)C(=O)N([C@H](C)CO)C[C@H](C)[C@H](CN(C)Cc1ccc(Oc3ccccc3)cc1)O2 | 1.4 | -13 | -40 | 14
Cn1cnc(CCNC(=O)[C@@H]2[C@@H](CO)[C@@H]3Cn4c(cccc4=O)[C@H]2N3C(=O)Nc2ccccc2)c1 | 0.6 | -2 | -5 | 88
CCCNC(=O)Nc1ccc2c(c1)OC[C@@H](C)N(CCC(F)(F)F)C[C@@H](C)[C@@H](OC)CN(C)C2=O | 0.8 | x | -4 | -185
O=C(Nc1cc(F)ccc1F)N1CC(=O)N2[C@@H](CO)[C@@H](c3ccc(-c4cccnc4)cc3)[C@@H]2C1 | 0.1 | -1 | 26 | x
COc1ccc(NC(=O)Nc2cccc3c2O[C@@H](CN(C)Cc2ccc4c(c2)OCO4)[C@@H](C)CN([C@H](C)CO)C3=O)cc1 | 0.1 | 6 | -4 | 36
C[C@@H]1CCCCO[C@H](CN(C)CC2CC2)[C@H](C)CN([C@H](C)CO)C(=O)c2cc(NC(=O)NC3CCCCC3)ccc2O1 | 0.7 | -2 | -63 | x
CO[C@@H]1CN(C)C(=O)c2cc(NC(=O)C3CC3)ccc2OC[C@@H](C)N(Cc2cncnc2)C[C@@H]1C | -1.2 | 1 | 28 | 17
C[C@@H]1CN([C@@H](C)CO)C(=O)c2cc(C#CC3CC3)cnc2O[C@@H]1CN(C)Cc1cccc(C(=O)O)c1 | 3.1 | -1 | 11 | x
O=C(c1ccc(F)cc1)N1[C@@H]2CNc3ccccc3[C@@H]2[C@@H]1CO | -0.2 | 5 | 2 | 51
C[C@H]1CN([C@@H](C)CO)C(=O)c2cc(Br)cnc2O[C@@H]1CN(C)Cc1cccc(F)c1 | 17 | -4 | -4 | 4
COc1ccc(S(=O)(=O)N2CC[C@@H]3[C@H](CO)N(C)c4ccc(-c5ccc(F)cc5)cc4[C@@H]32)cc1 | 3.4 | -9 | 2 | -6
CCC(=O)N1[C@H](C(=O)NC2CCC2)[C@@H](CO)[C@@H]2Cn3c(cccc3=O)[C@@H]21 | -4.1 | -1 | x | -9
C[C@H]1CN([C@@H](C)CO)S(=O)(=O)c2ccc(-c3ccc(F)cc3)cc2O[C@H]1CN(C)C(=O)C1CCCCC1 | -0.6 | 3 | -49 | 112*
COc1cccc(-c2ccc([C@@H]3[C@H]4CN(S(=O)(=O)c5cn(C)cn5)CCCCN4[C@H]3CO)cc2)c1 | 1.1 | -13 | 18 | 37

An unsorted share of the library; 7.2% or so of the library scored in one or more.
